# AI-2 QS modul: modulators of Vibrio harveyi AI-2 quorum sensing system | activity change, % at 7.5 µM | AID 2094 | Vibrio harveyi JMH597 AI-2 luminescence/OD600 ratio, 9 h; stronger effect = lower value; strain lacks LuxN and CqsS sensors; 0 = neutral-control median | 300,000 tested, 0.4% active; in the data active means activity change below about -75%, passing the limit was not always enough; inconclusive means no clear call, values can overlap the other calls;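 further: luminescence divided by OD600 gain over 9 h not by final OD600 alone; inactives centre near 13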
# HSF1 inhib: HSF1 inhibition; activity change, negative = inhibition, % at 7.5 µM (by protocol); NIH3T3-HGL HSE-luciferase, MG132-induced, luminescence 8 h; stronger effect = lower value; AID 2098; 300,000 tested, 0.77% active;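 active means more than half of replicate wells show activity change below -50%, luminescence cut by over half; inconclusive means some wells, but at most half, below -50%; inactive means no replicate well below -50%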;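 further: luciferase reports HSF-1 transcriptional activity via heat shock element; 0% = median of DMSO wells and -100% = zero luminescence signal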
# GSK3A inh: human GSK-3 alpha kinase inhibition. P49840. ADP-Glo luminescence, 60 min. inhibition, % at 10 µM. 320,000 tested, 0.1% active. AID 2650;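 in the data active means inhibition above about 50%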;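 further: GST-tagged GSK-3 alpha with peptide substrate and 25 µM ATP; 0% = DMSO neutral wells and 100% = GW8510 positive control wells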
# Target sequence (P49840 whole entry, looked up): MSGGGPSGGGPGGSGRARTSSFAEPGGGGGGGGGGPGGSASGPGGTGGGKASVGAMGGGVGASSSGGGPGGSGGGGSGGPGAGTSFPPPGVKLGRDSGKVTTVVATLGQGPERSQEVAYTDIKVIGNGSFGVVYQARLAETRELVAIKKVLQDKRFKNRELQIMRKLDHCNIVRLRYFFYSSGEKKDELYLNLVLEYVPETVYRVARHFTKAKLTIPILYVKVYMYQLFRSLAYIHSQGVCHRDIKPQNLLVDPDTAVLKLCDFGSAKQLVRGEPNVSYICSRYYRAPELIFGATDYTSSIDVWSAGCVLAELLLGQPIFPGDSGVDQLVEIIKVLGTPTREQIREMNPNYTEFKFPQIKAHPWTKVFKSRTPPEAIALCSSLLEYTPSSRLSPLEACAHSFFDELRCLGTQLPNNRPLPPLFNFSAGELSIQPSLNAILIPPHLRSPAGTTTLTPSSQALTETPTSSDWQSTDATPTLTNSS
# HSP90 refold inh: HSP90 refolding inhibition in rabbit reticulocyte lysate; luciferase refolding luminescence, 3 h; 290,000 tested, 0.91% active; inhibition, % at 5.6 µM; AID 1789;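 active means inhibition above the screen-wide mean plus 3 SD, computed separately per campaign, cut at about 16% in these data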;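 further: 0% = DMSO wells and 100% = 60 µM geldanamycin wells; inhibitors lower the luminescence because luciferase stays unfolded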
# IEC-6 tox: kills IEC-6 intestinal cells in KLF5 counter-screen; inhibition, % at 5 µM; 290,000 tested, 0.78% active; IEC-6 cytotoxicity, luminescence viability; in the data active means inhibition above about 22%;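 further: 0% = plate median of test compound wells and 100% = cytotoxic reference compound wells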
# aSyn 5UTR inh: MLPCN primary screen, SNCA 5' untranslated region; alpha-synuclein 5'UTR reporter, inhibitor activity; 300,000 tested, 0.82% active; inhibition, % (tested at 7.5 µM); AID 1813; in the data active means inhibition above about 60%; inconclusive means no clear call, values can overlap the other calls;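 further: H4 neuroglioblastoma cells stably carrying SNCA 5'UTR luciferase fusion; 0% = DMSO wells and 100% = positive control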
# KLF5 inhibitor: kruppel-like factor 5 inhibition. DLD-1 KLF5 promoter-luciferase reporter, luminescence. inhibition, % at 5 µM. 290,000 tested, 0.23% active;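 active means inhibition above a per-plate limit of that plate's mean compound inhibition plus 3 SD, cut at about 60% in these data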;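 further: 0% = DMSO wells and 100% = LY294002 at 200 µM; higher means less KLF5 promoter-driven luciferase light; inactives centre near -14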
# HSF1 activator: increases HSF-1 driven luciferase reporter signal; NIH3T3-HGL HSF-1 luciferase reporter, MG132, 8 h; 100% = twice DMSO control signal; activation, % at 9 µM; 300,000 tested, 1.7% active; AID 504408;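 active means mean replicate activation of at least 50% with a set share of replicates each reaching 50%; inconclusive means only one of those two conditions met; inactive means mean below 50% and too few replicates reaching it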;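 further: 0% = median of the neutral control wells and 100% = twice that signal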
# PolyA inh: blocks polyadenylation in yeast reporter cells; S. cerevisiae SKY197-pL101 polyadenylation reporter, beta-gal luminescence; efflux-impaired pdr1/pdr3 knockout yeast; score 100 = 6 SD above DMSO; calls only at 12 µM; 300,000 tested, 0.02% active;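 active means lowest replicate activity score at least 50, where 100 means six control SD above control mean; inconclusive means lowest score under 50 but half or more replicates reach 50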;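 further: yeast exposed to compound for 9 h at 30 °C; higher score means more reporter readthrough which indicates perturbed polyadenylation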
# GSK3beta inhib: inhibitors of human GSK3beta kinase | P49841 | GST-GSK3beta kinase, ADP-Glo luminescence, 60 min; stronger effect = lower value | activity score (negative = inhibition), % at 10 µM | 300,000 tested, 0.038% active | AID 2097;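 active means more than half of replicate wells score below -50%, meaning over 50% inhibition versus plate controls; inconclusive means some replicates but at most half score below -50%; inactive means no replicate scores below -50%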;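 further: 0% = median DMSO wells and -100% = median GW8510 positive control wells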
# Target sequence (P49841 whole entry, looked up): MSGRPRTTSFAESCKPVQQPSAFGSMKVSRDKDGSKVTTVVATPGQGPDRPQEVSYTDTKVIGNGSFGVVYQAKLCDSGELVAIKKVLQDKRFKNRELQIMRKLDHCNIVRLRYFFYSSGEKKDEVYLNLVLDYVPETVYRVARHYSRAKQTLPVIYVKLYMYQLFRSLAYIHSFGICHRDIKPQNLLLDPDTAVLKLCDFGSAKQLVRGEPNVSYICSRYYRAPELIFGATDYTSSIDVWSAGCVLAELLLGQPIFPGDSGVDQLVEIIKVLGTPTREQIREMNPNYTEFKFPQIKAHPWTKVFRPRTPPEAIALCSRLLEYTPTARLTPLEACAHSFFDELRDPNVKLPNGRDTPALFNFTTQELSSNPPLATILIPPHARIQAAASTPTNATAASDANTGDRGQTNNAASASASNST
#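 Test system: GST-tagged human GSK3beta kinase, cell-free; evaluation: activity score scaled between in-plate DMSO and GW8510 controls; measured by: ADP-Glo luminescence; incubation: 60 min reaction, RT; benchmarks: DMSO and 20 µM GW8510; reagent: peptide substrate plus 25 µM ATP (final); medium: Tris/MgCl2 kinase buffer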
# Active calls of the source: *; i = inactive; ? = inconclusive; . = not tested or not shown.
canonical_smiles	AI-2 QS modul	HSF1 inhib	GSK3A inh	HSP90 refold inh	IEC-6 tox	aSyn 5UTR inh	KLF5 inhibitor	HSF1 activator	PolyA inh	GSK3beta inhib
CCc1ccccc1NC(=O)N1C2CCCC1CC(NC(C)=O)C2 (centres undefined)	38	-7	-3	2	-1	-22	-24	-6	i	2
Fc1ccc(CSc2ccc3nnc(-c4cccs4)n3n2)cc1	5	9	2	-1	-1	-2	-8	10	i	-3
COc1ccc(NC(=O)C2CCCN(c3cnccn3)C2)c(OC)c1 (centres undefined)	10	1	0	0	0	-16	-14	-11	i	1
Cc1ccc(Cl)cc1N1CCN(S(C)(=O)=O)CC1	26	-2	-2	-2	4	-2	-16	-5	i	-3
O=C1CCC(c2ccccc2)(c2ccccc2)CC1	41	-2	3	2	3	-6	-7	14	i	1
CCCOc1ccc(C(CC(=O)O)NC(=O)CC(c2ccccc2)c2ccccc2)cc1 (centres undefined)	-7	8	-1	-1	6	15	-26	31	i	2
CC1CN(c2ccc(NC(=O)c3ccco3)cc2C(=O)O)CC(C)O1 (centres undefined)	23	.	-1	-1	1	.	-8	.	i	2
Cc1occc1C(=O)Nc1cc(=O)n(C)c(=O)n1C	15	-3	-5	-3	-1	-4	-18	7	i	-1
COC(=O)c1cc(NC(=O)c2cccc(Cl)c2)c(=O)oc1/C=C/Nc1cc(C)cc(C)c1	9	3	0	6	-3	5	-16	14	i	0
CN1CCN(CC(=O)Nc2c(C#N)cnn2-c2ccccc2)CC1	24	-4	0	5	-3	-6	3	-7	i	-5
CCCc1cc(=O)oc2c(C)c(OCC(=O)NCc3ccccn3)ccc12	4	2	-1	-3	-6	3	6	1	i	1
Cc1c(N=C/C=C/c2ccccc2)c(=O)n(-c2ccccc2)n1C	21	-2	-2	2	-4	9	-23	-6	i	5
COc1ccc(Cl)cc1NC(=O)CCN1C(=O)C2CC=CCC2C1=O (centres undefined)	2	-1	-1	0	-4	8	11	-4	i	3
CCNc1nc(Oc2ccc(=O)n(-c3ccccc3)n2)nc(N(C)C)n1	5	7	.	0	6	19	8	11	i	1
C=C(C)CN(CC)C(=O)CCc1nnc(CCCc2ccccc2)o1	1	19	1	-3	-11	-150	-65	?	i	3
Cc1nc(SCC(=O)Nc2ccccc2C(F)(F)F)c(C#N)c(C)c1CC(=O)c1ccc(Br)cc1	18	-3	27	6	5	-15	-10	6	i	2
COc1ccc(/C=C2/SC(=O)N(CC(=O)Nc3cc(C)on3)C2=O)cc1OC	0	-12	0	0	-1	13	4	10	i	-1
NS(=O)(=O)c1ccc(CCNS(=O)(=O)c2ccc(Cl)nc2)cc1	20	-8	-1	4	3	-1	-117	-19	i	1
CCOC(=O)N1CCN(C(=O)/C(=C/c2cccs2)NC(=O)c2ccc(OC)c(OC)c2)CC1	14	-2	-3	-1	4	13	-14	8	i	-1
CCN(c1ccc(NC(=O)COC(=O)/C=C/c2cccs2)cc1)C(C)C	-11	2	-1	4	1	-8	-1	-1	i	0
COC(=O)c1cc(S(=O)(=O)Nc2cccc(S(N)(=O)=O)c2)oc1C	42	-9	-5	0	-2	16	-10	-6	i	1
COc1cccc(CC(=O)N2CCCC(CO)(Cc3ccc(F)cc3F)C2)c1 (centres undefined)	24	8	-2	-2	0	6	-33	25	i	1
Fc1ccc(-n2cnnn2)c(F)c1	10	4	-3	-5	5	23	2	-4	i	0
COc1cc(/C=C2\SC(=S)N(CCC(=O)N3CCCCC3)C2=O)cc(OC)c1OC	16	7	0	2	11	-95	-14	9	i	-1
CCOc1ccc(CCNC(=O)COC(=O)c2cc(OC)c(OC)c(OC)c2)cc1OCC	16	-5	0	1	4	23	-8	-6	i	-1
CCN(CC)CCCn1c2c(c(SCC(=O)N3CCCc4ccccc43)nc1=O)CCC2	-8	-7	1	.	.	-23	.	-16	i	0
CCOC(=O)Cn1ncc2c3ccccc3n(CC(=O)OCC)c2c1=O	21	3	0	-7	2	9	2	17	i	3
Cc1ccc(-n2nnc3c(=O)n(CC(=O)N4CCCC4)cnc32)cc1	.	-12	-1	0	-11	27	-20	2	i	.
O=C(c1ccc(-c2ccccc2)cc1)N1CCN(c2ccccc2)CC1	12	18	-1	0	-2	-70	-60	30	i	-1
Cc1c([N+](=O)[O-])c([N+](=O)[O-])nn1CC(=O)N1CCCCC1	3	-1	-25	-2	0	-52	-10	4	i	1

# (list continues)
canonical_smiles	AI-2 QS modul	HSF1 inhib	GSK3A inh	HSP90 refold inh	IEC-6 tox	aSyn 5UTR inh	KLF5 inhibitor	HSF1 activator	PolyA inh	GSK3beta inhib
CC(C)C(C(=O)NCc1ccco1)N(Cc1ccco1)C(=O)CNS(=O)(=O)c1ccc(F)cc1 (centres undefined)	6	16	-1	5	-1	-12	14	12	i	3
CCOC(=O)c1c(C)[nH]c(C(=O)OCC(=O)Nc2cc(C)ccc2OC)c1C	14	1	2	-4	1	8	-4	15	i	1
O=C(NCC1CCOCC1)c1ccc(OC2CCN(Cc3ccccn3)CC2)cc1	0	12	-1	-3	-4	-1	-4	2	i	0
CCN(C(=O)c1c(-c2ccccc2)noc1C)c1ccccc1	28	-11	0	0	-3	12	-29	-8	i	1
C=CCNc1ncnc2c1cnn2-c1ccc(Cl)cc1	8	29	0	-7	0	-58	-117	49	i	3
CCOP(=O)(c1ccccc1)C1(C#N)CCCC1 (centres undefined)	12	-8	-1	2	-8	0	-17	12	i	-1
CC(C)N(Cc1ccccc1)C(=O)/C=C/c1ccccc1[N+](=O)[O-]	41	-2	-1	-1	2	6	-18	14	i	0
O=S(=O)(c1ccccc1)N1N=C(c2ccc(Br)cc2)CC1c1ccco1 (centres undefined)	30	8	-2	-1	2	6	23	-12	i	-2
CCC(Cc1ccccc1)NC(=O)Cn1ncc2ccsc2c1=O (centres undefined)	4	-7	-2	-1	-3	-9	-15	1	i	-5
Clc1cc(Cl)c2nc(N3CCCC3)sc2c1	14	27	1	6	5	-103	-54	37	i	1
CCOCCCNCc1cc(Br)ccc1OCc1ccccc1	18	2	0	-4	-5	15	-35	18	i	3
CC(C)CC(c1nnnn1Cc1ccc2c(c1)OCO2)N1CCC(C(N)=O)CC1 (centres undefined)	2	10	0	0	2	30	-27	2	i	1
CCOC(=O)C(=O)N/N=C/c1ccco1	-6	0	1	2	-6	-2	-18	11	i	3
O=C(CCc1c[nH]c2ccccc12)NC1CC1	4	7	3	6	10	10	-3	6	i	1
COC(=O)c1cc(S(=O)(=O)N2CCOCC2)c(Cl)cc1N1CCOCC1	9	-4	-1	3	-7	10	-22	3	i	-18
C=CCc1cc(C=O)cc(OC)c1OCc1c(Cl)cccc1Cl	11	20	-10	-1	-3	-1	13	1	i	1
O=[N+]([O-])c1c(Nc2ccccc2)ccc2nonc12	27	-4	-1	1	2	-15	-10	-12	i	0
CN(C)C(CNC(=S)Nc1ccccc1)c1cccnc1 (centres undefined)	11	2	2	0	-1	28	-25	5	i	2
CCOc1ccc(NC(=O)NCCN2C(C)CCCC2C)cc1 (centres undefined)	.	6	-1	2	0	29	-31	26	i	.
COc1ccc(-c2nc(SCC(=O)NCc3ccco3)c(-c3ccccc3)[nH]2)cc1OC	-6	3	-2	4	2	1	-2	-1	i	-1
Cc1cc(C)cc(NC(=O)CSc2nnc(CNC(=O)c3ccco3)o2)c1	1	10	-4	4	1	7	-20	34	i	.
CC1CCN(S(=O)(=O)c2cn(CC(=O)N3CCN(c4cccc(C(F)(F)F)c4)CC3)cn2)CC1	24	10	.	2	2	39	-18	0	i	3
CCOC(=O)C1=C(O)C(=O)N(c2ccc(S(N)(=O)=O)cc2)C1c1ccc(OC)cc1 (centres undefined)	16	3	-1	-4	-1	-17	-9	-2	i	1
CN1C(=O)/C(=C/c2ccc(OCc3ccccc3F)cc2)N(C)C1=S	-11	10	.	0	-7	-56	-53	3	i	3
CCc1sc(NC(=O)CN2CCOCC2)nc1-c1ccccc1	28	-4	-1	0	4	16	-8	14	i	3
O=C1Nc2c(Br)cc(Br)cc2C1(O)N1CCOCC1 (centres undefined)	12	1	.	-3	6	-15	-6	-14	i	-2
C[N+]1(CC(O)COc2ccccc2)CCN(C(=O)c2ccc([N+](=O)[O-])cc2)CC1 (centres undefined)	1	-6	0	-5	-16	23	-10	8	i	-1
Nc1cc(Cl)ccc1N1CCCCCC1	14	-7	0	-3	-2	4	-2	2	i	-2
O=C(CNC(=O)c1ccco1)Nc1ccc(S(=O)(=O)N2CCCC2)cc1	-94*	-2	-1	-1	-2	4	-21	17	i	3
Cn1c(=O)c2c(nc(Oc3ccc4c(c3)OCO4)n2Cc2ccc(Br)cc2)n(C)c1=O	8	-1	-1	-4	-2	6	2	-8	i	-3

# More compounds:
canonical_smiles	AI-2 QS modul	HSF1 inhib	GSK3A inh	HSP90 refold inh	IEC-6 tox	aSyn 5UTR inh	KLF5 inhibitor	HSF1 activator	PolyA inh	GSK3beta inhib
CCCCC(C(=O)NC(=O)NCc1ccccc1)N1C(=O)c2ccccc2C1=O (centres undefined)	11	-8	-2	-1	10	10	-41	-33	i	3
CCN1C(=O)Nc2cccc3cccc1c23	20	22	-4	.	.	3	.	34	i	4
CCNc1nc(NCc2ccccc2)nc(SCC(N)=O)n1	18	2	0	-1	1	27	-6	12	i	-3
O=c1[nH]c(CN2CCN(S(=O)(=O)/C=C/c3ccccc3)CC2)nc2cc(Cl)ccc12	31	16	.	-2	3	20	6	24	i	-1
O=C(c1ccco1)N1CCC(n2nnc3ccccc32)CC1	-11	-3	-1	0	1	-13	-7	9	i	1
O=C(Nc1ccccc1-c1nnn(CC(=O)N2CCCc3ccccc32)n1)c1ccco1	10	7	-2	2	0	1	5	4	i	-1
Clc1ccccc1-c1nn2c(-c3ccccn3)nnc2s1	5	3	5	3	0	-17	-30	0	i	-7
O=c1cc(-c2ccccc2)cc(-c2ccccc2)n1O	-82*	-6	-1	.	.	25	.	-3	i	-1
CCc1ccc(C2C3=C(CCCC3=O)OC3=C2C(=O)CCC3)cc1	4	2	-1	-2	-6	13	-20	-16	i	2
Cc1ccc(C)c(NS(=O)(=O)c2cc(C(=O)N3CCc4ccccc4C3)ccc2Cl)c1	21	12	-1	2	4	25	7	-9	i	1
CCN(CC)S(=O)(=O)N1CCC(C(=O)NCCN2CCOCC2)CC1	26	-14	3	2	-18	11	-3	7	i	2
CN1CCN(C(=O)CCn2nc(-c3ccccc3)c3ccccc3c2=O)CC1	8	1	0	5	3	-4	-40	-5	i	-2
N#Cc1cccc(-c2nnc(SCc3ccccc3C#N)o2)c1	5	17	4	1	2	-65	-31	?	i	-6
Cc1ccc(C(=O)NCC(=O)OCC(=O)NC(C)c2ccccc2)s1 (centres undefined)	13	-1	0	3	-5	8	-7	2	i	-3

# Screening data: PubChem BioAssay, several laboratories

# A portion of the library. The share of hits here may be higher or lower than overall.
